# Source: PubChem (Sanford-Burnham Center for Chemical Genomics)
# XBP1 UPR activ: activators of adaptive XBP1 UPR arm, primary screen, cell-based, CHO-XBP1 luciferase reporter, luminescence, uHTS; AID 463104, 2010; activation, % at 20 µM; 330,000 tested, 0.33% active; IRE1-XBP1 UPR activation; percent of tunicamycin response, DMSO as zero;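 active means versus positive control, 20 µM dose yields 30% or more activation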;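 further: 100% = tunicamycin at 10 µg/mL and 0% = DMSO only wells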
#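 Material: CHO-XBP1 cells stably carrying IRE1-XBP1-driven luciferase reporter / Amount: 1000 cells per well / Compound: 20 µM, 1% DMSO / Times: 6 h treatment, 37 °C / Detection: luciferase luminescence / Measure: % activation of reporter signal versus tunicamycin and DMSO controls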
# tim23-1 inh: growth inhibitors of tim23-1 mutant yeast, primary screen, luminescence, uHTS | inhibition, % at 20 µM | S. cerevisiae tim23-1 growth, BacTiter-Glo luminescence, 24 h | 330,000 tested, 1.3% active | AID 463212, 2010;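 active means growth inhibition of the mutant yeast at or above 50%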;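 further: temperature-sensitive mutant grown at 25 °C; plate controls were DMSO-treated mutant yeast for no effect and medium wells lacking yeast for full effect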
# Jurkat NFkB inh: inhibitors of induced NF-kB luciferase reporter, primary screen, TCR NF-kB activation inhibitor project, cell-based, luminescence, uHTS; 330,000 tested, 0.53% active; Jurkat, PMA/ionomycin-induced NF-kB luciferase reporter; inhibition, % at 4 µM; in the data active means inhibition above about 50%
# TIM10 inh: growth inhibitors of isogenic TIM10 control yeast, primary screen, counter-screen for tim10-1 yeast inhibitor project, luminescence, uHTS; S. cerevisiae TIM10 strain growth, BacTiter-Glo luminescence, 24 h; inhibition, % at 10 µM; 330,000 tested, 1.4% active; AID 463195, 2010;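 active means inhibition of 40% or more at the single tested concentration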;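 further: wild-type TIM10 isogenic control strain grown at permissive 25 °C; 0% = DMSO yeast wells and 100% = minimal medium wells without yeast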
# tim10-1 inh: growth inhibitors of tim10-1 mutant yeast, primary screen, luminescence, uHTS | AID 463190, 2010 | S. cerevisiae tim10-1 ts strain growth, BacTiter-Glo, 24 h | inhibition, % at 20 µM | 330,000 tested, 2.2% active;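 active means inhibition of at least 40%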;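 further: mutant grown at 25 °C; 0% = DMSO wells with yeast and 100% = wells holding no yeast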
# UPR CHOP act: activators of apoptotic CHOP UPR arm, primary screen, cell-based, CHO-CHOP luciferase reporter, luminescence, uHTS | UPR activation; percent of tunicamycin response over DMSO baseline | activation, % at 10 µM | 330,000 tested, 0.34% active | AID 449763, 2010;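 active means at 10 µM dose, activation of 40% or more, normalized to positive control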;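 further: 100% = tunicamycin at 10 µg/mL and 0% = DMSO alone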
#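 Test system: CHO CHOP reporter cells. Input: 500 CHO-CHOP cells per well. Medium: F12 with 10% FBS. Technique: luciferase luminescence. Measure: percent activation relative to tunicamycin control. Dosing: 10 µM compound, 0.5% DMSO. Timing: 16-18 h cell attachment, then 6 h compound exposure, 37 °C.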
# Mdm2-MdmX inh: inhibitors of human Mdm2-MdmX association, primary screen, cell-based, luminescence, split luciferase, SaOS-2, uHTS; Protein Mdm4 (Homo sapiens) + E3 ubiquitin-protein ligase Mdm2 (Homo sapiens), …; SaOS-2 split-luciferase Mdm2/MdmX complementation; inhibition, % at 8 µM; 330,000 tested, 3% active; AID 485346, 2010;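 active means inhibition of at least 50% at 8 µM in the primary screen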
# Target sequence (O15151 whole entry, looked up): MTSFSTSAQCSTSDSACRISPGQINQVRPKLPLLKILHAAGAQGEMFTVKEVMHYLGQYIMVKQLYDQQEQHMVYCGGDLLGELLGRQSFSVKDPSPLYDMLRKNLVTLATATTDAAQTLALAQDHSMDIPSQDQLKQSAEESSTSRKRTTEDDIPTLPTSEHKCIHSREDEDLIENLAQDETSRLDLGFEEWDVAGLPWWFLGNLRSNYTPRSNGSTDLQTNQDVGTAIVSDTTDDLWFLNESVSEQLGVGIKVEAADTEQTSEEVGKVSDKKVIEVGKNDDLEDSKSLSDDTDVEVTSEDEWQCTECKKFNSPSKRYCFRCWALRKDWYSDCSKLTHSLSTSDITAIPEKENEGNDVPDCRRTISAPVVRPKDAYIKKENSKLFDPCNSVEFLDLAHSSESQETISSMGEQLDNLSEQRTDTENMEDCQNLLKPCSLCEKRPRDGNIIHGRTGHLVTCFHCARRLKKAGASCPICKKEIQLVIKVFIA
# Target sequence (Q00987 whole entry, looked up): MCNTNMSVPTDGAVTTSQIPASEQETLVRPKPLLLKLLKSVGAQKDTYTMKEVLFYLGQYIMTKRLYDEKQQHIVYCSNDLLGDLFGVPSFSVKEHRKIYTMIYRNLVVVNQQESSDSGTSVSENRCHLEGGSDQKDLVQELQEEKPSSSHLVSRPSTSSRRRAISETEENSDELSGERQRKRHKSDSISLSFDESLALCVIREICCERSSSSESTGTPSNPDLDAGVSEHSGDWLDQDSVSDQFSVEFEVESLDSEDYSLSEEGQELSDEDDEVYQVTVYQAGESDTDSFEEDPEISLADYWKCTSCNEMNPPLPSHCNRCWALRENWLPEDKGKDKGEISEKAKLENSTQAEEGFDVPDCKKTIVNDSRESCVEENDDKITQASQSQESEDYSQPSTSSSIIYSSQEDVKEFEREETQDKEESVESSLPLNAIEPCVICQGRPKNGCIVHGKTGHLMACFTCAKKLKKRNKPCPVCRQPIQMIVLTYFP
# 697 NFkB inh: inhibitors of PMA/ionomycin-induced NF-kB reporter, 697 cells, primary screen, B-cell NF-kB inhibitor project, cell-based, luminescence, uHTS; inhibition, % at 4 µM; 330,000 tested, 0.33% active; AID 435022, 2010; 697 B-cell NF-kB luciferase reporter, 16 h; in the data active means inhibition above about 35%
# * = called active by the depositor.
SMILES,XBP1 UPR activ,tim23-1 inh,Jurkat NFkB inh,TIM10 inh,tim10-1 inh,UPR CHOP act,Mdm2-MdmX inh,697 NFkB inh
CCCCn1c(=O)cc(N2CCOCC2)[nH]c1=O,-2,10,-1,-1,-1,0.8,25,13
CC(C)C[C@H](NC(=O)OC(C)(C)C)C(=O)N[C@@H](CO)[C@H](O)[C@@H]1C[C@@H]1C(=O)N1CCCC1,2,1,2,1,3,0.0,1,15
Cc1cc(O)c(-c2cc(C(=O)Nc3cccnc3)[nH]n2)cc1C,1,0,-178,-13,6,8.7,-314,-41
O=C(COC(=O)CN1C(=O)C2CCCCC2C1=O)Nc1cc(F)ccc1F (centres undefined),0,18,14,-11,-21,-0.9,14,-4
O=C(NCc1ccco1)c1scc2c1OCCO2,-1,2,5,-4,8,1.7,-8,-12
COc1cc(S(=O)(=O)Nc2ccc(Br)cc2)ccc1N,0,10,5,2,-9,-1.9,18,8
O=C(O)c1ccnc(Cl)c1,-1,16,-3,3,-3,0.4,-28,12
COc1cc2nc(CN3CCN(C(c4ccccc4)c4ccccc4)CC3)[nH]c(=O)c2cc1OC,-3,-2,-6,-5,-17,-0.6,11,-14
CCn1cc(C(=O)N2CCN(c3ccc(OC)cc3)CC2)c2cc(OC)c(OC)cc2c1=O,0,7,2,13,3,0.9,27,22
CC(C)n1nnnc1SCC(=O)c1ccc2c(c1)OCCO2,-4,21,-72,21,24,-0.6,-41,-97
Cc1cccc(C)c1-n1c(C)cc(/C=N\NC(=O)CC(=O)NC2CCCCC2)c1C,0,22,-17,22,41*,2.2,12,-19
CCC(C)NC(=O)CCc1c(C)nc2c(c(C)nn2-c2ccccc2)c1C (centres undefined),0,13,2,12,7,-2.3,9,-5
Cc1nnc(SCCn2c(N(C)Cc3ccccc3)nc3c2c(=O)n(C)c(=O)n3C)s1,1,27,1,11,23,-0.5,-33,8
Cc1ccc(-c2ccnc3[nH]n(-c4ccccc4)c(=O)c23)cc1,-2,0,-12,-1,-8,1.6,-30,-12
COc1ccc(C(=O)/C=C/c2ccccc2)c(OC)c1,2,26,-22,14,40*,6.9,42,-28
COc1cccc(C(=O)NCc2ccc3c(c2)OCO3)c1OC,-4,25,5,11,21,-0.1,10,-5
COc1cccc(CN(C)C(=O)CNC(=O)c2ccc3c(c2)OCO3)c1OC,-5,-4,-3,-17,-4,-1.6,6,8
NC(=O)CC(NC(=O)Cc1cccc2ccccc12)c1ccc(NCc2ccccc2)c([N+](=O)[O-])c1 (centres undefined),0,1,2,1,-6,1.4,20,-6
COc1ccc(C2C(C(=O)NCCCN3CCOCC3)c3ccccc3C(=O)N2c2ccc(OC)cc2)cc1 (centres undefined),-5,10,-23,-11,10,0.9,-11,14
O=C(COC(=O)/C=C/c1cccc(C(F)(F)F)c1)Nc1ccc(Cl)cn1,0,23,-4,5,11,0.8,1,-20

# Full records from above.
# Cc1nnc(SCCn2c(N(C)Cc3ccccc3)nc3c2c(=O)n(C)c(=O)n3C)s1 as listed: XBP1 UPR activ = 1; tim23-1 inh = 27; Jurkat NFkB inh = 1; TIM10 inh = 11; tim10-1 inh = 23; UPR CHOP act = -0.5; Mdm2-MdmX inh = -33; 697 NFkB inh = 8
# O=C(NCc1ccco1)c1scc2c1OCCO2 as listed: XBP1 UPR activ = -1; tim23-1 inh = 2; Jurkat NFkB inh = 5; TIM10 inh = -4; tim10-1 inh = 8; UPR CHOP act = 1.7; Mdm2-MdmX inh = -8; 697 NFkB inh = -12

# (more compounds)
SMILES,XBP1 UPR activ,tim23-1 inh,Jurkat NFkB inh,TIM10 inh,tim10-1 inh,UPR CHOP act,Mdm2-MdmX inh,697 NFkB inh
CC(C)C(=O)Nc1ccnc(-c2cccnc2)n1,3,2,-10,-1,17,0.0,-17,-11
COC(=O)Cc1ccc(NC(=O)C(c2ccccc2)c2ccccc2)cc1,-4,3,0,3,18,-0.1,14,17
CSc1sc(C(=O)NN)c2c1C1(CCC2)SCCS1,-2,46,-10,10,18,-1.2,-24,17
Cc1ccc(C)c(-c2nn(-c3cc(N4CCN(CCO)CC4)ccc3[N+](=O)[O-])c(=O)c3ccccc23)c1,19,33,-18,2,19,1.3,-2,-7
COc1ccc(/C=C/C(=O)OCC(=O)c2ccccc2F)cc1,2,0,-25,-4,-2,2.9,-21,-9
CCc1nnc(NC(=O)CCS(=O)(=O)c2ccc(C)cc2)s1,-1,-7,2,-6,-12,0.5,42,-19
COc1ccccc1NCC(O)COc1ccc(C(C)(C)C)cc1 (centres undefined),-1,19,-17,2,12,-0.7,2,-33
O=C(CSc1nc2ccccc2c(=O)[nH]1)Nc1ccc([N+](=O)[O-])cc1,-3,4,7,-6,4,-1.2,11,14
O=C(NCc1ccco1)C12CC3CC(C1)CC(C(=O)NCc1ccco1)(C3)C2,-2,8,-1,7,12,0.9,8,-5
O=C(NC1CCCCCC1)C(=S)NCc1ccccc1,4,23,-38,1,37,2.6,-60,-29
CCNc1nc(NCC)nc(SCCOc2ccc(C)cc2)n1,1,23,-19,18,16,1.2,34,-45
CC(C)(C)C(=O)Nc1ccccc1C(=O)N1CCCC1,-3,5,-7,-17,5,-1.0,0,16
CC(N)C12CC3CC(C1)CC(C(C)N)(C3)C2 (centres undefined),-3,-7,-17,10,5,2.3,-13,11
Cc1ccc(-c2[nH]c(-c3ccc(C(=O)O)cc3)nc2-c2ccccc2)cc1,0,21,13,20,9,3.7,-36,-38
CC(C)C1N(C(=O)N(C)C)CCN1S(=O)(=O)c1ccccc1 (centres undefined),-4,10,4,-10,10,0.8,-4,5
CC(C)c1ccc(NC(=S)NCc2ccc3c(c2)OCO3)cc1,4,39,0,37,20,0.3,-5,-3
C=CCn1c(=O)[nH]c2nc3cc(N=CN(C)C)c(C)cc3nc2c1=O,-2,7,-13,-17,-2,-0.9,7,-20
COc1ccc(N(CC(=O)N2CCc3ccccc3C2)S(C)(=O)=O)cc1OC,0,-1,-2,1,15,-2.5,8,11
COc1ccc(-c2nnc(SCc3csc(N)n3)n2C)cc1,-1,18,-14,-8,13,0.1,8,-10
COc1ccc(C(C)n2c(C)c3c(C)nnc(C)c3c2C)cc1 (centres undefined),-2,29,-7,11,16,-0.8,18,13
O=C(CCCOc1ccccc1)N1CCN(S(=O)(=O)c2cccs2)CC1,3,36,4,21,25,6.0,2,1
CC(C)NC(=O)C1CCN(C2CCN(C(=O)C3=CCCC3)CC2)CC1,-1,5,-8,-8,10,0.0,-5,-16
CCOC(=O)COc1nc(-c2ccco2)cc(-c2ccco2)c1C#N,0,24,-27,8,12,-0.8,-5,-23
CC(=O)c1ccc(S(=O)(=O)N2CCN(C(=O)C3CCCC3)CC2)cc1,4,2,-4,13,2,1.1,15,-1
Cc1sc2nc(SCc3ccc(C(=O)O)cc3)n(Cc3ccco3)c(=O)c2c1C,2,14,17,-7,-1,-0.2,20,1
Cc1ccc(CNC(=O)CSCc2ccccc2F)cc1,0,5,-8,9,11,2.7,11,12
Cc1ccc(Nc2ccc(C(F)(F)F)cc2[N+](=O)[O-])cc1,0,6,7,10,17,2.3,-44,15
CCOc1cc(NC(=S)N2CCC(C(N)=O)CC2)c(C(=O)OC)cc1OCC,-1,0,-2,-7,9,-1.4,-16,13
Cc1csc(-c2cnn(-c3ccccc3)c2NC(=O)c2ccccc2)n1,-2,35,7,22,29,2.1,12,1
Cc1nn(C(C)C(=O)O)c(C)c1[N+](=O)[O-] (centres undefined),4,1,4,-4,6,-1.5,4,9
NC(=O)COc1ccc(=O)n(-c2ccccc2)n1,0,3,1,2,-15,0.6,8,1
Cc1ccc(C(=O)/C=C/NCc2ccc(F)cc2)cc1,-4,31,-11,7,6,3.1,-24,-2

# In the list so far, 12 contain an aryl methoxy group.
SMILES,XBP1 UPR activ,tim23-1 inh,Jurkat NFkB inh,TIM10 inh,tim10-1 inh,UPR CHOP act,Mdm2-MdmX inh,697 NFkB inh
COc1cc(S(=O)(=O)Nc2ccc(Br)cc2)ccc1N,0,10,5,2,-9,-1.9,18,8
COc1cc2nc(CN3CCN(C(c4ccccc4)c4ccccc4)CC3)[nH]c(=O)c2cc1OC,-3,-2,-6,-5,-17,-0.6,11,-14
CCn1cc(C(=O)N2CCN(c3ccc(OC)cc3)CC2)c2cc(OC)c(OC)cc2c1=O,0,7,2,13,3,0.9,27,22
COc1ccc(C(=O)/C=C/c2ccccc2)c(OC)c1,2,26,-22,14,40*,6.9,42,-28
COc1cccc(C(=O)NCc2ccc3c(c2)OCO3)c1OC,-4,25,5,11,21,-0.1,10,-5
COc1cccc(CN(C)C(=O)CNC(=O)c2ccc3c(c2)OCO3)c1OC,-5,-4,-3,-17,-4,-1.6,6,8
COc1ccc(C2C(C(=O)NCCCN3CCOCC3)c3ccccc3C(=O)N2c2ccc(OC)cc2)cc1 (centres undefined),-5,10,-23,-11,10,0.9,-11,14
COc1ccc(/C=C/C(=O)OCC(=O)c2ccccc2F)cc1,2,0,-25,-4,-2,2.9,-21,-9
COc1ccccc1NCC(O)COc1ccc(C(C)(C)C)cc1 (centres undefined),-1,19,-17,2,12,-0.7,2,-33
COc1ccc(N(CC(=O)N2CCc3ccccc3C2)S(C)(=O)=O)cc1OC,0,-1,-2,1,15,-2.5,8,11
COc1ccc(-c2nnc(SCc3csc(N)n3)n2C)cc1,-1,18,-14,-8,13,0.1,8,-10
COc1ccc(C(C)n2c(C)c3c(C)nnc(C)c3c2C)cc1 (centres undefined),-2,29,-7,11,16,-0.8,18,13
